EPAC1 agonist: qHTS for Agonist of cAMP-regulated guanine nucleotide exchange factor 3 (EPAC1): primary screen; 0.073% of 360,000 active; AID 720707, 2013; Potency, µM (highest dose often 154 µM), without a hit: top-dose activation, usual class: activators; EPAC1 agonist qHTS, biochemical assay; response scale: 100% = response to 6.5 mM cAMP; Rap guanine nucleotide exchange factor 3 (Homo sapiens), O95398; note: potency is the fitted concentration of half-maximal effect; nearly all actives have a fitted effect of over 60% in size
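Nucleotide exchange assay: 100 nM EPAC1 with 250 nM Rap1B loaded with BODIPY-GDP and 50 uM GDP, room temperature. Fluorescence (480/540 nm) read every 5 min for 30 min; signal change normalized to 6.5 mM cAMP as full agonist.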
CCT modulator: High-Throughput Screening for Modulators of Cytosolic Chaperonin Activity; activity change, % (no concentration beside the values), hits read low; 0.3% of 360,000 active; purified chaperonin ATPase assay, HTRF ADP detection, 30 min; in the data active = activity change below about -30%; note: % is set by controls: 0 for no effect and ±100 for the full control effect
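Enzyme 40 or 20 nM (batch-dependent) in Tris pH 7.4/KCl/MgCl2/DTT; cpd 76 uM single point; ATP 10 uM; 30 min 37 °C; Transcreener ADP HTRF detection, 30 min RT; ratio 665/615.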
PLK1 PBD block: qHTS for Inhibitors of PLK1-PDB (polo-like kinase 1 - polo-box domain): Primary Screen; Serine/threonine-protein kinase PLK1 (Homo sapiens), P53350; 2.8% of 360,000 active; Plk1 PBD binding of FITC phosphopeptide, fluorescence polarization; Potency, µM, without a hit: max response, negative = inhibition, hits mostly inhibitors; note: potency is the fitted concentration of half-maximal effect; series mostly up to about 57 µM; % is set by controls: 0 for no effect and ±100 for the full control effect; nearly all actives have a fitted effect of over 65% in size
Target sequence (P53350 whole entry, looked up, the tested form may be a part): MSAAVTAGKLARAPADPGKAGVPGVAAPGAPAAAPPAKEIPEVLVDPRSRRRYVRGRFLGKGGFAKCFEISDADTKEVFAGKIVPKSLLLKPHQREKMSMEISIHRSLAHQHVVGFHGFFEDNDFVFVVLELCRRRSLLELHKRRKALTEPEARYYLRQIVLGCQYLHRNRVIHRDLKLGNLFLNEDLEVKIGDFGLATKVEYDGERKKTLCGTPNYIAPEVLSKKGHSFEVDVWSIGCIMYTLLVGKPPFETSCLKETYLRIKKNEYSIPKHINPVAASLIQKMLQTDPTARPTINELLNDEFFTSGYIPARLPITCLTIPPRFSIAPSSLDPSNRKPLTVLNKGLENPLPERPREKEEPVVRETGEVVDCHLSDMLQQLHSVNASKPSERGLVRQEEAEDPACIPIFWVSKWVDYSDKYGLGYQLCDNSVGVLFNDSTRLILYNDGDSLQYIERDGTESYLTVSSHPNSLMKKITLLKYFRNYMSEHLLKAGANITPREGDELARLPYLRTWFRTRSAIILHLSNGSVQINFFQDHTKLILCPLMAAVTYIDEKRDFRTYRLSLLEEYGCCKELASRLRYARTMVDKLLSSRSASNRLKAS
IL2 activator: qHTS of IL-2 Activators | IL-2 activation reporter assay, cell-based qHTS; stimulated with anti-CD3/CD4/CD28 beads; in transgenic mouse T cells | activation, % (series mostly up to about 46 µM) | 0.065% of 360,000 active; in the data active = activation above about 50%; inconclusive = mostly about 30% to 49%; note: 0% is about no effect
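Quantitative HTS in unstimulated transgenic mouse T cells, with memory T cells as non-tolerant control and PMA/ionomycin as tolerance-bypass control. Compound pretreatment lasted 60 minutes before 18 h bead stimulation; EGFP/DsRed fluorescence read.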
WRN helicase inh: qHTS for Inhibitors of WRN Helicase. Bifunctional 3'-5' exonuclease/ATP-dependent helicase WRN (Homo sapiens), Q14191. WRN helicase unwinding, fluorescent forked duplex, kinetic. Potency, µM (highest dose often 114 µM), for the others: at the top dose activity change, negative = inhibition, most hits filed as inhibitors. 0.46% of 360,000 active; note: potency is the fitted concentration of half-maximal effect; % is set by controls: 0 for no effect and ±100 for the full control effect; nearly all actives have a fitted effect of over 55% in size
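Primary qHTS, 1536-well format. 20 nM WRN + compound, 15 min RT; start with 100 nM forked fluorophore/quencher duplex, 2 mM ATP (final); kinetic read ex 525/em 598 nm.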
EPAC1 antagonist: qHTS for Antagonist of cAMP-regulated guanine nucleotide exchange factor 3 (EPAC1): primary screen; EPAC1 GEF assay, Rap1b-BODIPY-GDP exchange fluorescence; Potency, µM (top dose mostly 115 µM), without a hit: at the top dose activity change, negative = inhibition, most hits filed as inhibitors; 0.14% of 360,000 active; AID 720709, 2013;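 note: potency is the fitted concentration of half-maximal effect; plate controls were vehicle for no effect and positive control for full effect; nearly all actives have a fitted effect of over 50% in size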
EPAC2 agonist: qHTS for Agonist of cAMP-regulated guanine nucleotide exchange factor 4 (EPAC2): primary screen; Rap guanine nucleotide exchange factor 4 (Homo sapiens), Q8WZA2; EPAC2 activation, biochemical qHTS; response scale: 100% = 6.5 mM cAMP response; Potency, µM (doses to about 154 µM), for inactives: at the top dose activation, hits mostly activators; 0.079% of 360,000 active; AID 720711, 2013; note: potency is the fitted concentration of half-maximal effect; nearly all actives have a fitted effect of over 50% in size
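Each well held 100 nM EPAC2, 250 nM RAP1B-BODIPY-GDP and 50 uM GDP. Fluorescence, read at 5-min intervals to 30 min, was referenced to a 6.5 mM cAMP positive control.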
PI5P4Ka inh: qHTS for Inhibitors of phosphatidylinositol 5-phosphate 4-kinase (PI5P4K) | Phosphatidylinositol 5-phosphate 4-kinase type-2 alpha (Homo sapiens), P48426 | PI5P4Kalpha enzyme, ADP-Glo luminescence, 60 min; stronger effect = lower value | max response, % | 1.2% of 330,000 active; active = max response of -50% or lower; inconclusive = between -30% and -50%; inactive = -30% or higher; note: value at the top dose of about 77 µM; % is set by controls: 0 for no effect and ±100 for the full control effect
Target sequence (P48426 whole entry, looked up): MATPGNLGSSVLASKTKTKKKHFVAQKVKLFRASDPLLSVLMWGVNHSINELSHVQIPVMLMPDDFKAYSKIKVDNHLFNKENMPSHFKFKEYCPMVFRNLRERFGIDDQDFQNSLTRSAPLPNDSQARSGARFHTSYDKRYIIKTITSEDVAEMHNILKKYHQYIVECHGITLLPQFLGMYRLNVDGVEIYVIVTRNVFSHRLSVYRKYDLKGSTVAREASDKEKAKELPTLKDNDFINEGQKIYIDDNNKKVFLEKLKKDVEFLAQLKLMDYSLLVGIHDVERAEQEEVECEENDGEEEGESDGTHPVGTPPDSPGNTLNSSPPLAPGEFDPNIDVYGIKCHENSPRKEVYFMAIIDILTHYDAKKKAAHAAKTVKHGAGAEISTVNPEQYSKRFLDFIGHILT
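qHTS, 1536-well: enzyme/substrate mix, compound by pin tool, 5 microM ATP final; RT 60 min; ADP-Glo reagents 1 (45 min) then 2 (30 min); luminescence.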
Numbers without * were called inactive; ? = inconclusive; · = not tested or not shown; [ ] = remark or other dose. Unless noted, calls come from the whole dose curve; as a rule, active = well fitted curve in the direction sought with a large enough effect; inconclusive = small, poorly fitted or top-dose-only effect, or another doubt; inactive = no such curve, though single readings can be large; an effect the other way counts as inactive or inconclusive. These rows are one share of the data, so the mix of outcomes need not match the whole.

no.	compound	EPAC1 agonist	CCT modulator	PLK1 PBD block	IL2 activator
1	COc1ccccc1CNS(=O)(=O)c1c(C)[nH]c(=O)[nH]c1=O	11%	2.1	-2%	0.5
2	COCc1cc(=O)n2[nH]c(C(F)(F)F)nc2n1	10%	-2.9	-7%	-0.3
3	O=S(=O)(c1ccccc1)N1CCN(C(=S)NC2CCCC2)CC1	-9%	1.1	-11%	-0.1
4	CCCc1cc(C(=O)N2CCCN(C)CC2)cs1	5%	-0.3	-3%	0.5
5	N#Cc1c2nc3ccccc3nc2n2cc(NC(=O)c3ccc(F)cc3)ccc12	19%	-0.5	0%	-4.2
6	CCC(C(=O)NCC1CCCO1)N(Cc1ccc(F)cc1)C(=O)CNS(=O)(=O)c1ccccc1 (configuration not stated)	-3%	0.6	?	2.4
7	CCOc1ccc(/C=N/n2c(-c3ccccc3)n[nH]c2=S)cc1	4%	0.5	0%	-0.1
8	Cc1ccc(SCCC(=O)N2CCN(S(=O)(=O)c3ccccc3)CC2)cc1	14%	1.6	-7%	-4.4
9	CCN(CC)CCN1C(=O)C(=O)/C(=C(/O)c2ccc(S(=O)(=O)N3CCOCC3)cc2)C1c1ccc(C(C)(C)C)cc1 (configuration not stated)	-11%	-0.7	-7%	-2.6
10	CC(=O)O/N=C/c1c(N2CCOCC2)n(C)c2ccccc12	4%	-0.5	-11%	-2.9
11	O=[N+]([O-])c1cccc(-c2ccc(/C=N/NC(=S)Nc3ccccc3)o2)c1	4%	-1.8	-13%	0.0
12	CN(c1ccc(C(=O)N2CCCCC2)cc1)S(=O)(=O)c1ccccc1	6%	-2.0	-6%	-2.4
13	Cc1ccc(/C=N/NC(=O)c2nnn(-c3nonc3N)c2CN(C)C)s1	-1%	0.5	-17%	-2.3
14	CCN(CC(=O)Nc1c(F)cccc1F)C(=O)Cc1csc(-c2ccccc2)n1	-10%	-1.8	-14%	2.2
15	COc1cccc(-c2cnc3c(NC(C)=O)cc(-c4cccc(C(=O)NCCO)c4)cn23)c1	-3%	-0.6	-21%	0.2

no.	WRN helicase inh	EPAC1 antagonist	EPAC2 agonist	PI5P4Ka inh
1	-3%	2%	4%	·
2	11%	11%	-4%	-11
3	-29%	-6%	23%	6
4	3%	16%	4%	3
5	20µM*	-24%	1%	?
6	-9%	-8%	0%	-1
7	-8%	6%	2%	0
8	-18%	0%	3%	4
9	-1%	6%	-1%	9
10	-5%	3%	-3%	·
11	-20%	-10%	7%	5
12	0%	7%	8%	3
13	2%	5%	9%	-10
14	-13%	-5%	7%	-3
15	-19%	11%	-2%	-10

Seven of the compounds above, tab-delimited.
No.	Molecule	EPAC1 agonist	CCT modulator	PLK1 PBD block	IL2 activator	WRN helicase inh	EPAC1 antagonist	EPAC2 agonist	PI5P4Ka inh
6	CCC(C(=O)NCC1CCCO1)N(Cc1ccc(F)cc1)C(=O)CNS(=O)(=O)c1ccccc1 (configuration not stated)	-3%	0.6	?	2.4	-9%	-8%	0%	-1
11	O=[N+]([O-])c1cccc(-c2ccc(/C=N/NC(=S)Nc3ccccc3)o2)c1	4%	-1.8	-13%	0.0	-20%	-10%	7%	5
2	COCc1cc(=O)n2[nH]c(C(F)(F)F)nc2n1	10%	-2.9	-7%	-0.3	11%	11%	-4%	-11
9	CCN(CC)CCN1C(=O)C(=O)/C(=C(/O)c2ccc(S(=O)(=O)N3CCOCC3)cc2)C1c1ccc(C(C)(C)C)cc1 (configuration not stated)	-11%	-0.7	-7%	-2.6	-1%	6%	-1%	9
3	O=S(=O)(c1ccccc1)N1CCN(C(=S)NC2CCCC2)CC1	-9%	1.1	-11%	-0.1	-29%	-6%	23%	6
4	CCCc1cc(C(=O)N2CCCN(C)CC2)cs1	5%	-0.3	-3%	0.5	3%	16%	4%	3
5	N#Cc1c2nc3ccccc3nc2n2cc(NC(=O)c3ccc(F)cc3)ccc12	19%	-0.5	0%	-4.2	20µM*	-24%	1%	?

Looked up by compound from above:
no.	compound	EPAC1 agonist	CCT modulator	PLK1 PBD block	IL2 activator
4	CCCc1cc(C(=O)N2CCCN(C)CC2)cs1	5%	-0.3	-3%	0.5
6	CCC(C(=O)NCC1CCCO1)N(Cc1ccc(F)cc1)C(=O)CNS(=O)(=O)c1ccccc1 (configuration not stated)	-3%	0.6	?	2.4

no.	WRN helicase inh	EPAC1 antagonist	EPAC2 agonist	PI5P4Ka inh
4	3%	16%	4%	3
6	-9%	-8%	0%	-1

WRN helicase inh: entries above that show a hit.
cpd	mol	CCT modulator	PLK1 PBD block	WRN helicase inh	EPAC1 antagonist	EPAC2 agonist	PI5P4Ka inh
5	N#Cc1c2nc3ccccc3nc2n2cc(NC(=O)c3ccc(F)cc3)ccc12	-0.5	0%	20µM*	-24%	1%	?

Remaining list, next part
no.	compound	EPAC1 agonist	CCT modulator	PLK1 PBD block	IL2 activator
16	COc1ccc(C(=O)NCC(=O)N/N=C/c2ccc(C)o2)cc1OC	4%	0.3	-19%	-3.0
17	CCOC(=O)c1c(NC(=O)Cn2ccsc2=N)sc(C)c1C	3%	-5.9	-9%	0.9
18	Nc1c(Cl)cc(C2=NCCn3nc4ccccc4c32)cc1Cl	2%	-2.4	-12%	-0.5
19	Cc1cc(C)cc(OCC(O)CN2CCN(C(=O)c3ccco3)CC2)c1 (configuration not stated)	-11%	-2.0	-21%	-3.3
20	O=C(COC(=O)c1cc(=O)[nH]c2ccccc12)NC(=O)NC1CCCCC1	-2%	-2.9	3%	0.4
21	Cc1ccc(S(=O)(=O)Nc2ccccc2C(=O)OC(C)C(=O)Nc2ccc3ccccc3c2)cc1[N+](=O)[O-] (configuration not stated)	8%	-1.6	-5%	2.1
22	O=C(Nc1ccc(C(=O)N2CCCCC2)cc1)C1=CSCCO1	-1%	-0.6	-2%	0.5
23	CCOC1CS(=O)(=O)CC1OCC (configuration not stated)	3%	0.5	3%	-0.7
24	COc1ccccc1N1CCN(C(=O)c2ccc3[nH]c4c(c3c2)CC(C)CC4)CC1 (configuration not stated)	17%	-0.9	-6%	-3.1
25	Cc1ccc(NC(=O)N2CCc3ccccc32)cc1C	6%	-2.3	-9%	-1.0
26	NCCCC[C@@H]1NC(=O)[C@H](CCC(=O)O)NC(=O)c2cc([N+](=O)[O-])cc(I)c2OCC[C@@H](C(N)=O)NC1=O	19%	-0.3	-14%	-0.5
27	CC(CNS(=O)(=O)c1ccccc1)(c1ccccc1)N1CCCCC1 (configuration not stated)	10%	-0.9	-5%	0.7
28	Cc1ccc(O)c(NC(=S)NC(=O)/C=C/c2ccco2)c1	1%	-0.1	-19%	-0.1
29	CCOc1ccc(S(=O)(=O)N2CCC(c3ccccc3)CC2)cc1C(=O)O	-16%	-1.1	2%	-0.7
30	CC(=O)c1cccc(NC(=O)CCC(=O)Oc2ccc(C)cc2)c1	-2%	-1.3	-1%	-1.7

no.	WRN helicase inh	EPAC1 antagonist	EPAC2 agonist	PI5P4Ka inh
16	0%	6%	6%	6
17	-16%	?	6%	9
18	4%	-10%	4%	-11
19	4%	-17%	2%	1
20	-21%	-6%	-6%	3
21	?	-1%	4%	-7
22	0%	4%	6%	-3
23	-7%	6%	5%	2
24	-11%	-25%	11%	2
25	-2%	-20%	14%	0
26	-24%[57.1 µM]	-3%	2%	-2
27	0%	-4%	7%	-2
28	4%	-18%	7%	-7
29	-10%	19%	-2%	-3
30	-7%[57.1 µM]	-19%	3%	3

Other results:
no.	compound	EPAC1 agonist	CCT modulator	PLK1 PBD block	IL2 activator
31	O=C(CSc1nnc(Cn2nnc3ccccc32)o1)Nc1ccc(Cl)cc1	-5%	-0.1	3%	-0.8
32	CC(=O)N1N=C(c2c(-c3ccccc3)c3cc(Br)ccc3[nH]c2=O)CC1c1ccco1 (configuration not stated)	-12%	0.7	-18%	0.1
33	CC(C)(C)CN1CCNC[C@H]1Cc1cccc2ccccc12	-8%	0.5	1%	0.4
34	Cc1cc(OC(=O)c2ccccc2C)c([N+](=O)[O-])c(=O)[nH]1	-1%	-0.2	2%	2.4
35	Cc1ccc(NC(=O)c2nnn(-c3ccc4c(c3)OCCO4)c2N)cc1	1%	1.1	0%	0.8
36	CCCn1c(C(O)c2ccc3c(c2)OCO3)nc2ccccc21 (configuration not stated)	5%	1.9	2%	-1.4
37	Cc1cccc(N2CCN(C(=O)CCCn3c(=O)[nH]c4ccsc4c3=O)CC2C)c1 (configuration not stated)	8%	0.9	-6%	-0.4
38	Cc1cc2nnc(SCC(=O)N3C(C)CCCC3C)n2c(N)n1 (configuration not stated)	9%	1.2	-11%	-0.2
39	O=C(Cn1cnc2ccccc2c1=O)NC1CCCc2ccccc21 (configuration not stated)	-8%	-0.1	-2%	-0.7
40	COC(=O)Nc1ccc(S(=O)(=O)N2CCN(c3ccc(F)cc3)CC2)cc1	6%	1.4	-4%	5.0
41	O=C(Nc1cc2c(cc1Br)OCCO2)c1cccs1	3%	-1.6	-2%	13

no.	WRN helicase inh	EPAC1 antagonist	EPAC2 agonist	PI5P4Ka inh
31	-8%	-3%	-2%	-1
32	-11%	-12%	0%	-29
33	4%	-8%	-5%	6
34	1%	10%	12%	-5
35	5%	?	17%	-3
36	-6%[57.1 µM]	4%	0%	·
37	5%	-14%	6%	-1
38	4%	13%	1%	·
39	6%	0%	-1%	-10
40	-10%	-8%	5%	0
41	11%	-15%	8%	0

Screening data from PubChem.
